M1 PAM parental = nonselective activator or artifact in parental CHO-K1 calcium assay; ATP EC20, Fluo-8 calcium fluorescence; 0% at ATP EC20, 100% at ATP max; activation, % at 3 µM; 360,000 tested, 0.02% active; AID 602247;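 active = activation above the run cutoff, the mean activation of all test compounds plus 3 SD, cut at about 40% in these data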;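 also: peak over basal fluorescence ratio in a 140 s read after ATP addition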
M5 PAM = potentiates acetylcholine response at human M5 receptor; P08912; activation, % at 3 µM; 360,000 tested, 0.3% active; CHO-K1 hM5, Fluo-8 calcium, ACh EC20 PAM; 0% = ACh EC20, 100% = ACh EC100;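 active = activation above the run cutoff, the mean activation of all test compounds plus 3 SD, cut at about 18% in these data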
Target sequence (P08912 whole entry, looked up): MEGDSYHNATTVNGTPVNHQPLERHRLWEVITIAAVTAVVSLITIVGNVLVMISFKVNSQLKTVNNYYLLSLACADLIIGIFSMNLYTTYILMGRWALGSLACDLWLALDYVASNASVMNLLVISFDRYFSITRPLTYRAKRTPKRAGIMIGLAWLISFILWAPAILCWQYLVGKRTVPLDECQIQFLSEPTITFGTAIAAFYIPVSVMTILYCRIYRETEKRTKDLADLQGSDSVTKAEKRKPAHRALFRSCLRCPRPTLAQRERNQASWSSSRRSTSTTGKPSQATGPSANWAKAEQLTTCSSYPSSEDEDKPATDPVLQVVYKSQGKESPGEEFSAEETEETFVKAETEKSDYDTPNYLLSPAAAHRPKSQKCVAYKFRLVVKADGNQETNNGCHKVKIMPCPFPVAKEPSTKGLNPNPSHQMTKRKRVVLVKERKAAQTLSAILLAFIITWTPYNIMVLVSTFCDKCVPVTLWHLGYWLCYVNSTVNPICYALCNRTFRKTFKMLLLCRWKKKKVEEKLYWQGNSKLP
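Replicates: One well per compound, no replicates | System: Human M5 receptor in CHO-K1 cells | Benchmarks: Low control EC20 acetylcholine (0%), high control EC100 acetylcholine (100%) | Probe or stimulus: Acetylcholine, EC20 level | Times: Fluo-8 loading 80 min at 37 °C plus 30 min room temperature | Signal: Intracellular calcium via Fluo-8 fluorescence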
CRFBP-R2 block = CRF-BP/CRF-R2 complex antagonism; inhibition, % at 11.8 µM; 350,000 tested, 0.59% active; HEK293 CRF-R2/CRF-BP, CRF-induced calcium fluorescence;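 active = inhibition of the ligand-induced calcium signal above about 50% at the single tested concentration, limit read from the data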
M5 ag = CHRM5 agonism in calcium assay; CHO-K1 hM5 cells, Fluo-8 calcium fluorescence; 0% DMSO wells, 100% maximal acetylcholine response; activation, % at 3 µM; 360,000 tested, 0.19% active; AID 624037;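 active = activation above the run's mean over test compounds plus 3 SD, cut at about 23% in these data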;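 also: signal is peak over basal fluorescence ratio across the kinetic read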
CHRM5 antagonist = blocks acetylcholine activation of human M5 receptor; P08912; CHO-hM5 cells, Fluo-8 calcium fluorescence, ACh EC80; inhibition, % at 3 µM; 360,000 tested, 0.59% active; AID 624040;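 active = inhibition above a per-plate cutoff, the mean of that plate's test compounds plus 3 SD, cut at about 27% in these data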;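 also: 0% = acetylcholine EC80 with DMSO and 100% = DMSO without agonist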
TAAR1 agonist = human TAAR1 agonism; CHO RD-HGA16 TAAR1, Fluo-8 calcium fluorescence; vehicle wells 0%, saturating PEA agonist 100%; activation, % at 3 µM; 360,000 tested, 0.99% active; Q96RJ0;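 active = activation above the mean activation of all test compounds in the run plus 3 SD, cut at about 38% in these data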
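Signal – calcium-sensitive Fluo-8 signal, excitation 470-495, emission 515-575 nm · System – RD-HGA16 (CHO) cells co-expressing Gα16 and hTAAR1 · Incubation – 17-24 h seeding, 75 min 37 °C dye, 30 min RT · Compound dosing – 3 µM single concentration · Repeats – no replicates (n 1)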
M4 PAM = CHRM4 positive allosteric modulation. CHO-K1 hM4/Gqi5, Fluo-8 calcium fluorescence, ACh EC20; 0% = ACh EC20, 100% = maximal ACh. P08173. activation, % at 3 µM. 360,000 tested, 0.4% active;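 active = activation above its plate's cutoff, the mean activation of sample wells plus 3 SD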; also: some results filed as inactive read as strong as hits
Target sequence (P08173 whole entry, looked up): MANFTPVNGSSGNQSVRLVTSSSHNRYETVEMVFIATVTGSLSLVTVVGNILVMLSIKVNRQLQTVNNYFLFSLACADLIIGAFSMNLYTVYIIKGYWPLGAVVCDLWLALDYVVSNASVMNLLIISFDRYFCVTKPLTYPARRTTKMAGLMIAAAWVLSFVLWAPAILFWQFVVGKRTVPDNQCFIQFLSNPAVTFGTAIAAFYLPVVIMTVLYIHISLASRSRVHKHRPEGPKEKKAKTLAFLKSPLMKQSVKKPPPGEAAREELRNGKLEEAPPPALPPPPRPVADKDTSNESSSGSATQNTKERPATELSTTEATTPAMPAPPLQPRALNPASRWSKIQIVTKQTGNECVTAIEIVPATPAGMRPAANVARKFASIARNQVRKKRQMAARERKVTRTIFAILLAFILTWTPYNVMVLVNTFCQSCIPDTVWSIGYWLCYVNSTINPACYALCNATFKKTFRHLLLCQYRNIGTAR
CRFR2-BP ag = agonists of human CRF-binding protein/CRF-R2 receptor complex. HEK293 CRF-R2/CRF-BP, calcium dye fluorescence (FLIPR); percent of saturating CRF peptide response. activation, % at 13.2 µM. 350,000 tested, 0.46% active. AID 588473;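 active = activation of at least 50%, plus an integration ratio under a set limit after plate pattern correction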;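 also: plate controls were neutral control wells without compound for no effect and CRF at EC100 for full effect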
TAAR1 antagonist = human TAAR1 antagonism; inhibition, % at 3 µM; Q96RJ0; 360,000 tested, 1.5% active; AID 624466; CHO RD-HGA16 TAAR1, Fluo-8 calcium fluorescence, antagonist;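 active = inhibition above a per-plate cutoff, the mean inhibition of test compounds on that plate plus 3 SD, cut at about 49% in these data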;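 also: 0% = DMSO plus EC80 beta-PEA response and 100% = DMSO alone without agonist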
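Material: CHO RD-HGA16 cells bearing hTAAR1; compound dosing: one-point dosing, 3 µM nominal final; schedule: dye loading 75 min at 37 °C, then 30 min room temperature; measured by: calcium fluorescence with Fluo-8; control set: vehicle and agonist controls; replication: n of 1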
Numbers without * were called inactive.

CCOC(=O)c1ccc(S(=O)(=O)N2CCN(CC(=O)NC(=O)NC(C)(C)C)CC2)cc1 was read as M1 PAM parental 1, M5 PAM -5, CRFBP-R2 block -4, M5 ag 1, CHRM5 antagonist 10, TAAR1 agonist 10, M4 PAM 5, CRFR2-BP ag 0.7 and TAAR1 antagonist 33.
`COC(=O)c1ccccc1NC(=O)CSc1nnnn1-c1ccc(C)cc1C` gave M1 PAM parental 10, M5 PAM -2, CRFBP-R2 block 34, M5 ag -5, CHRM5 antagonist -1, TAAR1 agonist 14, M4 PAM 1, CRFR2-BP ag 0.0 and TAAR1 antagonist 50*.
For Cc1nc(NC(=O)COC(=O)[C@@H](NC(=O)c2ccco2)C(C)C)c(Cl)cc1Cl the results were M1 PAM parental -1, M5 PAM -1, CRFBP-R2 block 1, M5 ag 0, CHRM5 antagonist 10, TAAR1 agonist 8, M4 PAM 4, CRFR2-BP ag -0.5 and TAAR1 antagonist -3.
For O=C(CN1c2cccc3cccc(c23)S1(=O)=O)Nc1cccc(S(=O)(=O)N2CCOCC2)c1 the results were M1 PAM parental -6, M5 PAM 0, CRFBP-R2 block -17, M5 ag -2, CHRM5 antagonist 4, TAAR1 agonist 3, M4 PAM -1, CRFR2-BP ag -0.1 and TAAR1 antagonist -2.
O=c1[nH]c2cc3c(cc2cc1C(c1nnnn1C1CCCC1)N1CCCc2ccccc21)OCCO3 (stereo unspecified) was read as M1 PAM parental -10, M5 PAM -3, CRFBP-R2 block -72, M5 ag 3, CHRM5 antagonist -1, TAAR1 agonist 11, M4 PAM 2, CRFR2-BP ag 57* and TAAR1 antagonist 8.
Screening O=C(CCC(=O)c1ccccc1)NCc1cccc(C(F)(F)F)c1 returned M1 PAM parental 19, M5 PAM 4, CRFBP-R2 block -4, M5 ag -4, CHRM5 antagonist 12, TAAR1 agonist 4, M4 PAM 7, CRFR2-BP ag -10 and TAAR1 antagonist -8.
Screening O=C(NC1CCN(C(=S)Nc2ccccc2Cl)CC1)C1CCCCC1 returned M1 PAM parental 16, M5 PAM -4, CRFBP-R2 block -2, M5 ag -3, CHRM5 antagonist 7, TAAR1 agonist 2, M4 PAM 10, CRFR2-BP ag -2.0 and TAAR1 antagonist -19.
Screening C#CCOCCOCCOCCNc1nc(N2CCN(C(=O)[C@H](CCCCN)n3cc(CCCC)nn3)CC2)nc(N2CCN(C(=O)[C@H](CCCCN)n3cc(CCCC)nn3)CC2)n1 returned M1 PAM parental -6, M5 PAM 2, CRFBP-R2 block 4, M5 ag 1, CHRM5 antagonist 8, TAAR1 agonist 9, M4 PAM 7, CRFR2-BP ag -1.9 and TAAR1 antagonist -7.
`NC(=O)C1(Nc2ccc(Cl)cc2)CCCC1` gave M1 PAM parental 16, M5 PAM -2, CRFBP-R2 block -9, M5 ag -4, CHRM5 antagonist 6, TAAR1 agonist 4, M4 PAM 2, CRFR2-BP ag -4.8 and TAAR1 antagonist -7.
`COc1ccc(CC(NC(C)=O)C(=O)N2CCN(C(=O)Nc3ccc(Cl)cc3)CC2)cc1OC` (stereo unspecified) gave M1 PAM parental 6, M5 PAM -3, CRFBP-R2 block -17, M5 ag 5, CHRM5 antagonist 6, TAAR1 agonist 4, M4 PAM -1, CRFR2-BP ag 0.4 and TAAR1 antagonist 13.
CC(=O)N1c2ccc(S(=O)(=O)NCCC(=O)Nc3ccc(C)cn3)cc2CC1C (stereo unspecified) was read as M1 PAM parental -11, M5 PAM 0, CRFBP-R2 block 5, M5 ag -2, CHRM5 antagonist 0, TAAR1 agonist 1, M4 PAM -3, CRFR2-BP ag -0.9 and TAAR1 antagonist -5.
Screening CC(=O)Nc1ccccc1-c1nc2ccccc2nc1OCC(=O)c1ccc(Br)cc1 returned M1 PAM parental 21, M5 PAM -2, CRFBP-R2 block 8, M5 ag 1, CHRM5 antagonist 9, TAAR1 agonist 2, M4 PAM 7, CRFR2-BP ag -2.7 and TAAR1 antagonist -3.
`CC(NC(=O)c1cc(S(=O)(=O)N2CCCC2)cn1C)c1ccccc1` (stereo unspecified) gave M1 PAM parental -1, M5 PAM -6, CRFBP-R2 block 5, M5 ag 0, CHRM5 antagonist 2, TAAR1 agonist 0, M4 PAM 7, CRFR2-BP ag 0.6 and TAAR1 antagonist -14.
Screening COc1cccc(NC(=O)C2(C)CCN2C(=O)Cc2cccc3ccccc23)c1 (stereo unspecified) returned M1 PAM parental 12, M5 PAM -3, M5 ag -1, CHRM5 antagonist 1, TAAR1 agonist 2, M4 PAM 1 and TAAR1 antagonist 11.
Screening COCCn1cnnc1SCC(=O)Nc1cccc(S(=O)(=O)N2CCCCC2)c1 returned M1 PAM parental 7, M5 PAM -3, CRFBP-R2 block 6, M5 ag 2, CHRM5 antagonist 6, TAAR1 agonist 1, M4 PAM 14, CRFR2-BP ag 1.6 and TAAR1 antagonist -31.
Cc1cc(OCc2cc(C(=O)N(C)CCc3cnn(C)c3)no2)cc(C)c1Cl was read as M1 PAM parental -4, M5 PAM -13, CRFBP-R2 block 6, M5 ag 1, CHRM5 antagonist 15, TAAR1 agonist 10, M4 PAM -8, CRFR2-BP ag 0.6 and TAAR1 antagonist 21.
For Nc1cc(N)cc(C(=O)c2ccccc2)c1 the results were M1 PAM parental -1, M5 PAM -3, M5 ag 2, CHRM5 antagonist 5, TAAR1 agonist 1, M4 PAM 6 and TAAR1 antagonist -13.
For CCC(NC(=O)c1ccccc1NC(=O)c1ccccc1)C(=O)O (stereo unspecified) the results were M1 PAM parental 11, M5 PAM 5, CRFBP-R2 block -15, M5 ag 2, CHRM5 antagonist -2, TAAR1 agonist 12, M4 PAM 11, CRFR2-BP ag 1.0 and TAAR1 antagonist 2.
`CCOC(=O)C1CCCN(C(=O)C2CCN(S(=O)(=O)c3ccc(Cl)c(C(F)(F)F)c3)CC2)C1` (stereo unspecified) gave M1 PAM parental 9, M5 PAM 4, CRFBP-R2 block 0, M5 ag 6, CHRM5 antagonist -1, TAAR1 agonist 5, M4 PAM -3, CRFR2-BP ag 0.1 and TAAR1 antagonist 8.
Screening CCc1ccc(CN(C)CC(O)COc2cccc3ccccc23)cc1 (stereo unspecified) returned M1 PAM parental 1, M5 PAM 3, CRFBP-R2 block -21, M5 ag -4, CHRM5 antagonist 5, TAAR1 agonist 12, M4 PAM -5, CRFR2-BP ag 0.1 and TAAR1 antagonist -7.
Screening CC(C)(C)C(=O)c1c(N)[nH]c(C(=O)c2ccccc2)c1-c1c(F)cccc1F returned M1 PAM parental 12, M5 PAM -14, M5 ag 1, CHRM5 antagonist 9, TAAR1 agonist 0, M4 PAM -4 and TAAR1 antagonist 29.
Cc1ccc(SCCC(=O)Nc2ccc(OCc3ccccc3)cc2)cc1 was read as M1 PAM parental 11, M5 PAM -8, CRFBP-R2 block 1, M5 ag -4, CHRM5 antagonist 11, TAAR1 agonist 2, M4 PAM -4, CRFR2-BP ag 0.2 and TAAR1 antagonist -1.
Screening C/C=N\NC(=O)CNC(=O)CNC(=O)c1ccccc1 returned M1 PAM parental 12, M5 PAM -6, CRFBP-R2 block -11, M5 ag -3, CHRM5 antagonist 1, TAAR1 agonist -1, M4 PAM 2, CRFR2-BP ag 0.1 and TAAR1 antagonist -8.
For COc1ccc(C(=O)CSC2=NS(=O)(=O)c3cc(Cl)ccc3N2)cc1 the results were M1 PAM parental 12, M5 PAM 0, CRFBP-R2 block 13, M5 ag -1, CHRM5 antagonist -6, TAAR1 agonist 5, M4 PAM 3, CRFR2-BP ag -1.9 and TAAR1 antagonist -23.
Screening COc1ccc(C(=O)NCCc2ccc(F)cc2)cc1OC returned M1 PAM parental 17, M5 PAM 8, CRFBP-R2 block 3, M5 ag 2, CHRM5 antagonist 0, TAAR1 agonist 2, M4 PAM 4, CRFR2-BP ag -0.8 and TAAR1 antagonist -15.
For Cn1c(SCC(=O)c2c(N)n(C)c(=O)n(C)c2=O)nnc1-c1ccc(F)cc1 the results were M1 PAM parental -11, M5 PAM -5, CRFBP-R2 block 1, M5 ag -1, CHRM5 antagonist 6, TAAR1 agonist 3, M4 PAM 4, CRFR2-BP ag 0.2 and TAAR1 antagonist -6.
Cc1ccc(S(=O)(=O)Nc2cccc3c2O[C@H](CN(C)C(=O)Nc2cccc4ccccc24)[C@H](C)CN([C@H](C)CO)C3=O)cc1 was read as M1 PAM parental 7, M5 PAM -4, CRFBP-R2 block -1, M5 ag -4, CHRM5 antagonist 5, TAAR1 agonist 3, M4 PAM -6, CRFR2-BP ag 1.1 and TAAR1 antagonist 12.
For Brc1ccc(COc2ncnc3ccccc23)cc1 the results were M1 PAM parental 11, M5 PAM -11, CRFBP-R2 block 27, M5 ag -1, CHRM5 antagonist 16, TAAR1 agonist 11, M4 PAM -3, CRFR2-BP ag -0.3 and TAAR1 antagonist 0.
Screening C#CCOCCOCCOCCNc1nc(N2CCN(C(=O)CCCCCCCCCCNC(=O)[C@@H](CCSC)n3cc(CCO)nn3)CC2)nc(N2CCN(C(=O)CCCCCCCCCCNC(=O)[C@H](CO)n3cc(CCCCCN)nn3)CC2)n1 returned M1 PAM parental 11, M5 PAM -4, CRFBP-R2 block -23, M5 ag 2, CHRM5 antagonist 5, M4 PAM -8 and CRFR2-BP ag 11.
CCN(CC)C(=O)COC(=O)c1ccc(C)c(NC(=O)c2ccco2)c1 was read as M1 PAM parental -4, M5 PAM 3, CRFBP-R2 block -3, M5 ag 3, CHRM5 antagonist 4, TAAR1 agonist 13, M4 PAM 2, CRFR2-BP ag 0.1 and TAAR1 antagonist -3.
Screening CC1Cc2ccccc2N1C(=O)COC(=O)c1ccc(O)cc1 (stereo unspecified) returned M1 PAM parental -11, M5 PAM -9, CRFBP-R2 block -5, M5 ag -1, CHRM5 antagonist 20, TAAR1 agonist 3, M4 PAM -3, CRFR2-BP ag 0.2 and TAAR1 antagonist -12.
Cc1ccccc1N1C(=O)CC2(CCCC2)CC1=O was read as M1 PAM parental -4, M5 PAM -8, CRFBP-R2 block 11, M5 ag 1, CHRM5 antagonist 16, TAAR1 agonist 6, M4 PAM -9, CRFR2-BP ag -1.2 and TAAR1 antagonist -15.

Retrieved one by one from above, 2 records:
Screening CCc1ccc(CN(C)CC(O)COc2cccc3ccccc23)cc1 (stereo unspecified) returned M1 PAM parental 1, M5 PAM 3, CRFBP-R2 block -21, M5 ag -4, CHRM5 antagonist 5, TAAR1 agonist 12, M4 PAM -5, CRFR2-BP ag 0.1 and TAAR1 antagonist -7.
CCOC(=O)c1ccc(S(=O)(=O)N2CCN(CC(=O)NC(=O)NC(C)(C)C)CC2)cc1 was read as M1 PAM parental 1, M5 PAM -5, CRFBP-R2 block -4, M5 ag 1, CHRM5 antagonist 10, TAAR1 agonist 10, M4 PAM 5, CRFR2-BP ag 0.7 and TAAR1 antagonist 33.

Bioassay records as filed in PubChem BioAssay.
